Source: PubChem BioAssay
GALR2 blocker – GALR2 antagonists in receptor-expressing cells, primary screen; antagonist mode; inhibition, % at 4 µM; actives 0.39% (n = 140,000); AID 828, 2007; in the data active = inhibition above about 27%;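 also: cells stimulated with galanin 1-16 at roughly its EC80; 0% = agonist challenge control and 100% = basal control without agonist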
Target sequence (O43603 whole entry, looked up): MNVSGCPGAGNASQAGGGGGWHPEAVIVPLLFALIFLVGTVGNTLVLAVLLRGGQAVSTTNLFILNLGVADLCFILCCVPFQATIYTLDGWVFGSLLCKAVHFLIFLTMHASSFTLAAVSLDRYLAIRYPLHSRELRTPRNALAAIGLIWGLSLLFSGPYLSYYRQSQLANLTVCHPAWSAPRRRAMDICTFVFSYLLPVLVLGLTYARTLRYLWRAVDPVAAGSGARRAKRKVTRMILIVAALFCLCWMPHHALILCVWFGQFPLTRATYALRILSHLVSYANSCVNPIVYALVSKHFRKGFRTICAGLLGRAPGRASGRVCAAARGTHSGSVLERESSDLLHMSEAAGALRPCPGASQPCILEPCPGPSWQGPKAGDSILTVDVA
PTEN del growth – growth suppression of PTEN-null HCT116, primary screen, cell-based, CellTiter-Glo; AID 827, 2007; HCT116 PTEN-null viability, 60 h; active compounds read low; actives 1.2% (n = 140,000); viability, % at 10 µM;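 active = viability at or below a set limit, 4 SD under the median of all tested compounds, cut at about 3.7% in these data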;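 also: PTEN knockout HCT116 line with beta catenin targeted HCT116 as companion control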
BB579 growth dn – growth inhibitors of yeast BB579 in restrictive medium, primary screen, yeast lifespan-shortening project, S. cerevisiae | inhibition, % at 10 µM | actives 0.51% (n = 140,000) | AID 804, 2007 | OD615, 48 h;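 active = inhibition above a set limit, 3 SD over the mean compound inhibition, cut at about 44% in these data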; also: inactives centre near -24
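Test system: DeaD yeast strain BB579 / Buffer or medium: restrictive glucose-based CSMM-D medium / Doses: single 10 µM dose / Schedule: 4 h cell preincubation, 48 h compound exposure, 30 °C humidified / Technique: culture absorbance at 615 nm / Controls: amphotericin B positive control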
Yeast lifespan up – compounds extending yeast replicative lifespan, primary screen, S. cerevisiae, OD615; S. cerevisiae growth with nicotinamide; deaD strain in restrictive glucose medium; inhibition of the nicotinamide effect, % at 10 µM; actives 0.68% (n = 130,000); AID 775, 2007;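 active = inhibition above a set limit, placed 3 SD over the median of all compounds, cut at about 26% in these data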;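 also: 0% = nicotinamide-treated wells and 100% = cells grown without nicotinamide; some compounds called inactive have numbers as strong as hits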
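System: Modified budding yeast, DeaD strain | Buffer or medium: Restrictive glucose medium | Also added: 1.5 mM nicotinamide | Doses: 10 µM single point, 0.25% DMSO | Schedule: 48 h compound exposure at 30 °C, humidified | Detection: Absorbance at 615 nm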
Phagocytosis inh – inhibitors of macrophage phagocytosis, primary screen, imaging, J774A.1 cells, IgG beads; inhibition, % at 5 µM; J774A.1 macrophage IgG-bead phagocytosis; AID 1029, 2008; actives 0.07% (n = 110,000);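 active = inhibition above the mean of the plate negative controls plus 5 SD, cut at about 13% in these data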;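 also: phagocytic index as fraction of beads internalized from green versus red external bead signal; plate controls were DMSO negative control for no effect and cytochalasin-D positive control for full effect; some results beyond the cut were filed as inactive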
MRP1 act – H69AR viability gain despite doxorubicin, primary screen, MRP-1 activator project, H69AR cells, CellTiter-Glo; viability rescue; viability increase, % at 10 µM; actives 0.61% (n = 140,000); AID 799, 2007;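 active = viability gain under doxorubicin at or above a set limit, the compound median plus 3 SD, cut at about 4.7% in these data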;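 also: MRP-1 overexpressing cells given doxorubicin 25 µM after compound pretreatment; 18-22 h compound pretreatment then 72 h with doxorubicin before readout; 0% = doxorubicin-only wells and 100% = vehicle-treated cells without doxorubicin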
Measles CPE – compounds protecting cells from measles virus cytopathic effect, primary screen, measles RdRp inhibitor project, single point, MLSMR library, absorbance. Measles virus-infected cells, CPE protection. protection (pct of control), % at 4 µM. actives 1.5% (n = 140,000); in the data active = protection mostly above about 24%, no sharp cut-off; inactive = mostly below about 26%; also: some compounds called inactive have numbers as strong as hits
E-sel TNF inh – E-selectin induction blockers in HUVEC – imaging, immunofluorescence, high content, primary screen; HUVEC TNFa-induced E-selectin immunofluorescence; inhibition, % at 2 µM; actives 0.71% (n = 120,000); AID 1246, 2008;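 active = inhibition above the batch mean plus 3 SD, and confirmed as a hit on visual image review, cut at about 43% in these data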;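 also: 0% = TNF-stimulated DMSO wells and 100% = unstimulated control wells; not every result past the cut was called active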
NPY Y2 blocker – NPY-Y2 receptor antagonists, primary screen, cell-based; Neuropeptide Y receptor type 2 (Homo sapiens), P49146; actives 0.99% (n = 140,000); NPY-Y2 expressing cells, antagonist mode; inhibition, % at 2.7 µM; in the data active = inhibition above about 17%;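 also: 0% = vehicle with agonist challenge and 100% = reference antagonist with challenge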
Target sequence (P49146 whole entry, looked up): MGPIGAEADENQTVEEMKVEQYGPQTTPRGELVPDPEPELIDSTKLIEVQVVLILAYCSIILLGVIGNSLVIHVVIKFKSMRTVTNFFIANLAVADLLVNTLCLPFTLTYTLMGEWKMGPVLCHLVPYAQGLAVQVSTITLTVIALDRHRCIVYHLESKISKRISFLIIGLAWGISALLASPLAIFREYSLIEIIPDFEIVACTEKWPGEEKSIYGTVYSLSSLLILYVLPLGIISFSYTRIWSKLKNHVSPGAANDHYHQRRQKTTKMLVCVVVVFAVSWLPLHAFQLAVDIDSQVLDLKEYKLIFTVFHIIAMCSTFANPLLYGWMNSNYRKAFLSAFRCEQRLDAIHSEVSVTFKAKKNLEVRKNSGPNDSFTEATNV
bCat KO growth – primary screen for growth suppressors in beta-catenin knockout HCT116 cells (colon tumor, human). actives 1.5% (n = 140,000). viability, % at 10 µM. AID 818, 2007. HCT116 beta-catenin knockout viability, CellTiter-Glo, 60 h; active compounds read low;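 active = viability at or under a set limit, the compound median less 4 SD, cut at about 6% in these data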;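 also: 0% = Hyamine 1622 control at 20 µM and 100% = untreated cell control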
Active calls of the source: *; · = no result given.

SMILES	GALR2 blocker	PTEN del growth	BB579 growth dn	Yeast lifespan up	Phagocytosis inh	MRP1 act	Measles CPE	E-sel TNF inh	NPY Y2 blocker	bCat KO growth
CC(C)(C)NC(=O)CN(C(=O)CNS(=O)(=O)c1ccccc1)c1ccc2c(c1)OCCO2	-3	94	-4	-14	-2	-1.4	12	-4	0	103
CN1/C(=C/C2CC(=O)N(c3cccc4ccccc34)C2=O)C(C)(C)c2ccccc21 (centres undefined)	17	92	-29	10	0	3.0	8	-2	0	89
Cc1cc[n+](-c2[nH]c(=O)sc2/C=N/NC([S-])=Nc2ccccc2)cc1	2	96	-11	-1	-6	2.5	7	·	4	99
COC(=O)c1cc2sc(Cl)cc2n1Cc1nc(-c2ccccc2)oc1C	-15	67	-37	-9	0	1.2	2	37	3	65
COc1ccc(-c2cc(C(=O)N3CCOCC3)c3cc(C)ccc3n2)cc1	-6	94	-33	-27	-1	-2.3	5	7	3	87
O=[N+]([O-])c1ccc2nc(SCc3ccccc3Cl)sc2c1	-8	83	-28	-12	·	1.5	3	-60	5	86
COc1ccc2nc(Nc3ccc4c(c3)OCO4)sc2c1	7	80	-30	-7	0	-5.3	7	15	-1	79
N#Cc1ccc(OCC(=O)Nc2cc(S(=O)(=O)N3CCCCC3)ccc2N2CCCCC2)cc1	-15	90	-43	1	-9	-3.8	6	-10	8	74
N#C/C(=C\c1cc([N+](=O)[O-])c(N2CCCCC2)cc1N1CCCCC1)c1nn(-c2ccccc2)c(N)c1C#N	1	98	-36	-7	·	-1.6	12	-46	1	101
COc1ccccc1C1CC(c2ccco2)=NN1c1ccccc1 (centres undefined)	-5	75	-13	-5	-6	0.0	11	25	5	72

In the list so far, two have a Cl atom:
SMILES	GALR2 blocker	PTEN del growth	BB579 growth dn	Yeast lifespan up	Phagocytosis inh	MRP1 act	Measles CPE	E-sel TNF inh	NPY Y2 blocker	bCat KO growth
COC(=O)c1cc2sc(Cl)cc2n1Cc1nc(-c2ccccc2)oc1C	-15	67	-37	-9	0	1.2	2	37	3	65
O=[N+]([O-])c1ccc2nc(SCc3ccccc3Cl)sc2c1	-8	83	-28	-12	·	1.5	3	-60	5	86

Remaining list, next part:
SMILES	GALR2 blocker	PTEN del growth	BB579 growth dn	Yeast lifespan up	Phagocytosis inh	MRP1 act	Measles CPE	E-sel TNF inh	NPY Y2 blocker	bCat KO growth
O=S(=O)(c1ccc(Oc2ncnc3scc(-c4ccccc4)c23)cc1)N1CCOCC1	0	42	-59	-18	0	-3.8	1	-2	0	54
CCOC(=O)CCCNC(=O)COC(=O)[C@@H]1CCCN1S(=O)(=O)c1ccc(Cl)cc1	1	97	-25	-1	4	-0.2	9	-18	4	88
O=C(CN1CCSC1=NCc1ccccc1)c1ccc(Cl)cc1	9	81	-9	5	10	-2.1	15	·	10	76
O=C(Nc1ccccc1C(=O)OCC(=O)N1CCc2ccccc2C1)c1ccco1	-4	82	-27	-9	·	-3.9	17	-3	11	93
C=CCc1cccc(/C=N/NC(=O)CCC(=O)Nc2ccc(C)cc2)c1O	5	5	-69	1	-8	4.1	5	1	1	7
CCC(=O)N1CCc2cc(Br)cc(S(=O)(=O)CCC(=O)NCCc3ccccc3)c21	7	99	-44	-14	0	-0.3	6	-49	4	94
Cc1nc2c(-c3ccccc3)c(C)nn2c(C)c1CCC(=O)NC(C)CCc1ccco1 (centres undefined)	-3	105	-30	-4	0	-0.6	3	16	2	94
Cc1c(NC(=S)Nc2ccccc2)c(=O)n(-c2ccccc2)n1C	5	91	-33	7	-4	-1.5	10	·	3	91
CC(C)C(=O)N1c2ccccc2NC2=C(C(=O)CCC2)C1c1ccc(N(C)C)cc1 (centres undefined)	5	93	-12	2	-3	-2.7	6	·	1	94
CCc1cc(C(=O)N=Nc2c(O)[nH]c3c(Br)cc(Br)cc23)c2ccccc2n1	0	51	-35	-5	-9	-2.9	28	·	2	65
CC(Oc1ccccc1Cl)C(=O)N1CCOCC1 (centres undefined)	-10	101	-21	6	1	-0.5	13	·	0	91
O=C(N/N=C/c1ccc(Br)s1)c1cccc([N+](=O)[O-])c1	24	41	-24	0	-1	-2.4	5	·	0	41
COc1ccccc1CNC(=O)CN1CCC(n2cnc3cc(F)ccc32)CC1	-3	101	-22	-2	-9	-3.0	15	·	1	92
Cc1ccnc(Nc2nc3ccccc3o2)n1	7	78	38	-11	0	-1.5	6	7	3	64
CCCN(C(=O)c1cccs1)c1nnc(-c2ccncc2)s1	9	100	19	-12	-1	-1.1	5	·	2	94
Cc1ccn2cc(CCNC(=O)C3CCCCC3)nc2c1	-4	103	7	-7	1	-0.1	12	-30	0	103
CCSc1nnc(NC(=O)CCc2ccc(OC)cc2)s1	7	101	-36	0	-4	-2.0	13	·	8	93
CCN(CC)C(=O)C(=O)c1cccn1-c1cccc(-n2cccc2C(=O)C(=O)N(CC)CC)c1C#N	-5	104	3	-9	-1	-1.1	10	12	-1	93
CCC(=O)OCc1c(C(F)(F)F)nn(C)c1Oc1cccc(C(F)(F)F)c1	-1	100	0	-8	·	-2.5	6	20	6	93
CC1=CC(C)C2C(=O)N(CCCN(C)C)C(=O)C2C1 (centres undefined)	0	104	-27	-13	·	-0.5	6	-10	2	91
COc1ccc2c(c1)Cc1sc(NC(=O)c3ccccc3)nc1-2	-6	84	-47	-11	1	0.8	7	10	1	86
COc1ccc(CC(=O)Nc2ccc(S(=O)(=O)Nc3nc(C)cc(C)n3)cc2)cc1	-5	96	-23	-7	-2	1.0	7	-4	2	94
CN(C)c1ccc(NC(=O)c2ccc([N+](=O)[O-])cc2Cl)cc1	7	96	-32	1	2	-0.9	3	·	1	85
Cc1ccc(C(OCCN(C)C)c2cccc(C(F)(F)F)c2)cc1 (centres undefined)	-18	61	-20	4	-2	-3.3	7	·	3	66
COCCOC(=O)c1c(C)oc2ccc(OC(=O)c3ccco3)cc12	5	109	-32	1	-2	-1.0	8	19	-1	107
N=c1n(CC(=O)c2ccc([N+](=O)[O-])cc2)c2ccccc2n1Cc1ccccc1Cl	-6	11	-10	0	-5	-4.1	3	·	0	13
Cc1cccc(C)c1N1CCN(C(=O)Nc2ccc3c(c2)OCCO3)CC1	16	76	-10	-9	·	-1.1	5	8	2	89
COc1cccc(C(=O)Nc2ccc(S(=O)(=O)Nc3onc(C)c3C)cc2)c1	-7	107	5	-4	0	-0.5	12	-7	3	107
Cc1ccccc1-n1c(SCc2c(C)noc2C)nnc1-c1c[nH]c2ccccc12	4	65	-39	2	-1	-1.7	7	-1	1	63
O=C(c1ccc(Cl)cc1)C1CCN(C(=O)C2CC2)CC1	6	93	-7	-28	·	-2.2	27	-32	-1	89
Cc1ccc(/C=N/N2CCN(c3ccc(Cl)cc3)CC2)o1	8	85	-63	-14	·	2.4	2	-27	-2	110
CCOC(=O)c1sc(NC(=O)CSc2nnc(C(C)C)n2C)nc1C	18	90	-22	·	·	-2.0	4	24	2	83
Cc1ccc(S(=O)(=O)NCCCCCC(=O)Nc2nccs2)cc1	7	85	-11	0	0	-1.3	20	37	1	82
COc1cccc(-c2nc3n(n2)C(c2ccc4c(c2)OCO4)C(C(N)=O)=C(C)N3)c1 (centres undefined)	-8	96	4	-11	·	-1.6	35*	·	1	97
CN1CC(=O)N(CC(=O)NCCc2ccc(F)cc2)c2ccccc2C1=O	9	103	-18	-4	-2	0.1	7	-11	2	98
Cc1c(C(=O)NCc2ccccc2)cnn1-c1ccccc1	-5	93	15	-6	1	1.4	8	-10	-1	97
Oc1ccc(Br)cc1-c1nc2cnccn2c1NC1CCCCC1	0	92	-36	-11	·	-2.3	4	1	5	82
CCN(CC)c1ccc(N=Cc2ccccc2[N+](=O)[O-])cc1	-12	53	-40	15	-4	-1.2	4	6	-2	46
CSCCC(NC(=O)OC(C)(C)C)C(=O)NC(CC(C)C)C(N)=O (centres undefined)	-5	102	-31	-6	-1	-0.6	14	18	1	92
CCCC12CN3CC(C)(CN(C1)C3c1ccc(OC)cc1)C2=O (centres undefined)	-5	99	-31	7	2	0.3	3	·	1	110
Cn1c(N)c(C(=O)Nc2ccc3ccccc3c2)sc1=S	1	40	-5	-31	-2	-4.9	3	2	-1	30
CCN(CC)CCCNC(=O)c1cc(-c2cccc(Cl)c2)on1	1	78	-16	-7	-1	-3.5	2	·	7	77
CCn1c(SCC(=O)Nc2sc3c(c2C(N)=O)CCC(C)C3)nnc1-c1ccco1 (centres undefined)	-5	90	-19	-26	·	-1.8	6	-18	1	92
CCN1C(=O)N[C@@H](c2ccc(Br)cc2)C(C(=O)OC)=C1C	1	100	-26	10	·	-0.8	17	0	2	83
COc1nonc1NC(=O)CSc1nc2ccccc2[nH]1	-10	90	-17	-1	0	-1.4	9	7	0	93
Nc1c(N)c2ccccc2oc1=O	11	102	-32	8	0	-1.5	3	-12	1	101
O=C(Nc1ccc(Cc2ccncc2)cc1)C1CC1	7	95	-22	-1	2	-0.1	3	-12	2	95
CC1=C(C(=O)Nc2ccccc2F)C(c2ccsc2)C2=C(CC(c3ccccc3)CC2=O)N1 (centres undefined)	5	75	3	-14	2	-3.2	7	30	10	82
O=C(NCCN1CCOCC1)c1cc(Sc2ccccc2Cl)nc2ccccc12	-8	91	19	-3	-12	-2.9	14	-2	1	91
CCc1c(C(=O)N/N=C/c2cn[nH]c2-c2ccc(F)cc2)csc1C	9	92	-39	3	-1	1.1	3	8	5	92

Next section.
SMILES	GALR2 blocker	PTEN del growth	BB579 growth dn	Yeast lifespan up	Phagocytosis inh	MRP1 act	Measles CPE	E-sel TNF inh	NPY Y2 blocker	bCat KO growth
CC(=O)c1cccc(NC(=O)CSCc2ccc(Br)cc2)c1	0	82	-20	2	-1	0.0	7	·	2	83
Cc1ccc(N(CC(=O)Nc2ccc3c(c2)OCCO3)S(=O)(=O)c2c(C)n[nH]c2C)cc1	1	78	13	-15	-2	-0.7	28	·	-1	86
Cc1nc2ncnn2c(C)c1Cc1ccc(Cl)cc1F	-3	100	-6	5	·	-0.6	5	2	-1	98
Cc1ccc(-c2csc(NC(=O)CCCc3cccs3)n2)cc1	-5	89	-22	0	-5	0.4	7	·	3	90
Cc1cccc(NCCC(=O)c2ccc(Br)cc2)c1	-2	91	-30	-21	-1	-3.0	7	-24	4	89
CC1(C)CC(=O)C2=C(C1)Nc1ccccc1NC2c1ccc2c(c1)OCO2 (centres undefined)	-5	105	-25	-2	0	-0.9	41*	·	-1	96
CC1=CC(C)(C)N2C(=O)C3(C(C#N)=C(N)OC4=C3C(=O)CC(C)(C)C4)c3cccc1c32 (centres undefined)	11	83	-33	-8	0	-0.5	13	·	0	86
Cc1cc(C[n+]2ccccc2)c2nsnc2c1	0	63	9	-11	-2	-2.6	4	4	0	64
CCOCCOC(=O)COC(=O)c1ccccc1NC(=O)c1ccccc1	4	111	-16	-7	-2	0.7	10	·	8	98
